Compound activity deposited in PubChem BioAssay by Sanford-Burnham Center for Chemical Genomics.
mIAP activ – activators of mouse IAP, primary screen, biochemical, luminescence, uHTS. muIAP, CDP-Star luminescence, 30 min; hits give high values; 1 = vehicle-only enzyme signal, 0 = enzyme-free wells. activation factor at 10 µM. 330,000 tested, 0.24% active;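 active = activation factor of at least 2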; note: the source names both 10 and 20 µM as test concentration; values of inactives mirror those of a sister screen read the other way
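also added = chemiluminescent substrate CDP-Star | test system = mouse IAP enzyme | signal = chemiluminescence readout | compound = DMSO-dissolved test compounds | incubation = 30 min at room temperature | benchmarks = DMSO wells, no-enzyme wells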
tim10-1 inh – growth inhibitors of tim10-1 mutant yeast, primary screen, luminescence, uHTS. S. cerevisiae tim10-1 ts strain growth, BacTiter-Glo, 24 h. 330,000 tested, 2.2% active. inhibition, % at 20 µM. AID 463190, 2010;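 active = inhibition of at least 40%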;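 note: mutant grown at 25 °C; 0% = DMSO wells with yeast and 100% = wells holding no yeast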
APOBEC3G inh – APOBEC3G DNA deaminase inhibitors, primary screen, biochemical, fluorescence, single-stranded DNA substrate, uHTS; DNA dC->dU-editing enzyme APOBEC-3G (Homo sapiens), Q9HC16; recombinant A3G, ssDNA deamination FAM/TAMRA fluorescence; inhibition, % at 20 µM; 330,000 tested, 0.28% active;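 active = inhibition of at least 40% at 20 µM, with no more than 30% in the related APOBEC3A deaminase screen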;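 note: plate controls were DMSO wells with A3G for no effect and wells lacking A3G enzyme for full effect; some compounds called inactive have numbers as strong as hits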
Target sequence (Q9HC16 whole entry, looked up): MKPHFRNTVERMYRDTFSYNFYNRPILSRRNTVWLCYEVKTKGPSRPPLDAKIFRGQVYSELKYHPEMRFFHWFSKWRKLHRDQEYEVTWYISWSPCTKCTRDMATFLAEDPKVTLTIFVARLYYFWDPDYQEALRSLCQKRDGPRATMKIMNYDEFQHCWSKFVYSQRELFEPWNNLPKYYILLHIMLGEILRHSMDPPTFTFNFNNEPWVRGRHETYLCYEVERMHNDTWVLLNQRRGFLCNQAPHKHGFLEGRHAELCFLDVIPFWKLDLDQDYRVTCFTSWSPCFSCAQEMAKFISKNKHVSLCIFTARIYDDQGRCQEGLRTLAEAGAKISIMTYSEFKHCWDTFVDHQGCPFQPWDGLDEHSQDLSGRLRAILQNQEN
MIN6 prolif – inducers of MIN6 beta-cell proliferation, primary screen, ATP luminescence, uHTS | 330,000 tested, 0.29% active | proliferation, % at 10 µM | MIN6 cells proliferation, ATPlite luminescence, 48 h; cells starved in 0.2% serum; 100% = growth in 10% serum | AID 2380, 2010;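 active = compounds whose signal lies at least 3.5 SD above the mean of all wells on their plate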;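 note: 0% = DMSO-treated cells in low-serum medium and 100% = 10% serum control; some compounds called inactive have numbers as strong as hits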
A3A deaminase – APOBEC3A ssDNA deaminase inhibitors, primary screen, selectivity assay for APOBEC3G inhibitor project, biochemical, FAM/TAMRA oligo cleavage fluorescence. DNA dC->dU-editing enzyme APOBEC-3A (Homo sapiens), P31941. recombinant A3A, FAM/TAMRA ssDNA deamination fluorescence. inhibition, % at 20 µM. 330,000 tested, 0.41% active. AID 493011, 2011;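 active = at least 40% inhibition at 20 µM here, with at most 30% in a related deaminase screen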;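 note: plate controls were A3A with DMSO for no effect and wells lacking A3A enzyme for full effect; some results filed as inactive read as strong as hits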
TIM10 inh – growth inhibitors of isogenic TIM10 control yeast, primary screen, counter-screen for tim10-1 yeast inhibitor project, luminescence, uHTS. S. cerevisiae TIM10 strain growth, BacTiter-Glo luminescence, 24 h. inhibition, % at 10 µM. 330,000 tested, 1.4% active;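 active = inhibition of 40% or more at the single tested concentration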;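 note: wild-type TIM10 isogenic control strain grown at permissive 25 °C; 0% = DMSO yeast wells and 100% = minimal medium wells without yeast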
mIAP block – inhibitors of mouse IAP, primary screen, biochemical, luminescence, uHTS; inhibition, % at 10 µM; 330,000 tested, 0.2% active; AID 2806, 2010; intestinal alkaline phosphatase [Mus musculus]; purified mouse IAP, CDP-Star luminescence, 30 min;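 active = inhibition of at least 40% at 10 µM in the primary screen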;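 note: plate controls were DMSO with enzyme for no effect and no enzyme wells for full effect; values of inactives mirror those of a sister screen read the other way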
NALP3 yeast inh – NALP3 inflammasome inhibitors in reconstituted yeast, primary screen, luminescence, uHTS. Yeast reconstituted NLRP3/ASC/caspase-1, beta-gal luminescence, 24 h. inhibition, % at 10 µM. 330,000 tested, 0.39% active;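 active = inhibition of 50% or more; inactive = inhibition below 50%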;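 note: plate controls were induced DMSO wells for no effect and uninduced yeast grown without galactose for full effect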
hIAP block – human IAP inhibitors, primary screen, biochemical, luminescence, uHTS; 330,000 tested, 0.12% active; AID 2544, 2010; purified IAP, CDP-Star luminescence, 30 min; inhibition, % at 10 µM; Intestinal-type alkaline phosphatase (Homo sapiens), P09923;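 active = inhibition reaching a set limit with compound at 10 µM in the primary screen, cut at about 35% in these data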;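 note: plate controls were DMSO wells with enzyme for no effect and no-enzyme buffer wells for full effect; values of inactives mirror those of a sister screen read the other way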
Target sequence (P09923 whole entry, looked up): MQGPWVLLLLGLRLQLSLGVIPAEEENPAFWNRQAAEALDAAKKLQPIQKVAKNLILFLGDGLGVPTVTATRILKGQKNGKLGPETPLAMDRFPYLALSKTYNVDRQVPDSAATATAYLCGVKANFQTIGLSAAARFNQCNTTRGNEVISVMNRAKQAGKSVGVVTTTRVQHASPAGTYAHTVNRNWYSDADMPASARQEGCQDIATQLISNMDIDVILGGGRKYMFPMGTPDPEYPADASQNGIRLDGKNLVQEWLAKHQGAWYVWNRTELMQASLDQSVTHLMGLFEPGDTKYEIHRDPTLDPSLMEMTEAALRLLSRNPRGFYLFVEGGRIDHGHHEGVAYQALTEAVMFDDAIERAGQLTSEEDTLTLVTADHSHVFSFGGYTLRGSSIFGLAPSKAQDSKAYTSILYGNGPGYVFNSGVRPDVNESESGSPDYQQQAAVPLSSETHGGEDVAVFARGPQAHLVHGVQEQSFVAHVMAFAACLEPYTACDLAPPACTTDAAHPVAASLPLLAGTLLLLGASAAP
Numbers without * were called inactive; . = not tested or not shown.

Compound	MIN6 prolif	mIAP block	A3A deaminase	APOBEC3G inh	NALP3 yeast inh	TIM10 inh	hIAP block	mIAP activ	tim10-1 inh
CCOC(=O)c1ccc(NS(=O)(=O)c2c(C)nc3sccn3c2=O)cc1	-1	-6	-2	-4	17	-1	-3	1.1	4
COc1ccc(C2/C=C\CN(CC(C)C)CC(=O)N2Cc2cccc(F)c2)cc1 (stereo not drawn)	.	-6	3	3	.	10	.	1.1	20
COc1ccc(C(=O)C(C)OC(=O)CCN2C(=O)C3CC=CCC3C2=O)cc1 (stereo not drawn)	-2	-8	-4	-5	21	-9	7	1.1	7
CN(C)c1ccc(-n2cc3c(=O)n(C)c(=O)n(C)c3c2)cc1	-3	-3	-1	3	32	8	25	1	25
O=C(Cn1nc(-c2ccccc2)ccc1=O)NCC1CCCO1 (stereo not drawn)	1	-7	2	-1	11	-8	-6	1.1	9
CC1CCC/C(=C\Nc2ccc(C(=O)O)cc2)C1=O (stereo not drawn)	0	10	-2	-2	2	-1	6	0.91	2
O=C(CCc1ccccc1)N/N=C\c1cc2c(cc1Br)OCO2	-5	-2	-4	-6	14	0	8	1	5
CCOc1ccc(CN(Cc2ccco2)C(c2cccs2)c2nnnn2C(C)(C)C)cc1 (stereo not drawn)	-5	-1	3	2	8	1	3	1	23
CN(CC(=O)Nc1ccccc1Cl)C(=O)COC(=O)C1=COCCO1	1	-3	1	3	25	10	-2	1	16
Cc1nc2nc(-c3ccccc3)nn2c(C)c1C	-2	-6	-2	-6	0	-7	-10	1.1	4
O=C1C=CC(=O)N1c1ccc(O)cc1	-7	11	1	40	2	-25	9	0.89	11
CC(C)N(C(=O)Cn1cc(S(=O)(=O)CC(=O)NC2CCCCC2)c2ccccc21)C(C)C	3	6	-2	-8	8	9	-12	0.94	8
Cc1ccc2nc(N(CCCN(C)C)C(=O)CS(=O)(=O)c3ccccc3)sc2c1	1	4	5	1	9	8	-6	0.96	-8
Cc1ccccc1NC(=O)c1ccc(C)c(S(=O)(=O)Nc2cccnc2)c1	-1	-7	1	17	2	2	2	1.1	1
COc1ccc(S(=O)(=O)N2CCCC(C(=O)NCC3CCCO3)C2)cc1Cl (stereo not drawn)	0	6	0	-9	3	-9	-16	0.94	-17
C=CCn1c(=O)/c(=C2/SC(C)=C(C)N2CC)s/c1=C1/C(=O)N(CC)C(=S)N1c1ccccc1	-4	15	0	-4	13	10	26	0.85	16
O=[N+]([O-])c1cccc(-c2ccc(C(=S)N3CCN(c4ccc(F)cc4)CC3)o2)c1	0	21	1	-6	21	7	-14	0.79	24
CN(C)CCNc1cc(-c2ccncc2)nc2ccccc12	1	13	2	-5	12	6	0	0.87	-12
CCSC1=C(C#N)C(c2cccc(Br)c2)CC(=O)N1 (stereo not drawn)	0	-6	-2	-3	7	16	10	1.1	1
CSCCC(NC(=O)c1ccco1)C(=O)NCCc1ccc(F)cc1 (stereo not drawn)	-1	-10	-4	-6	15	3	-9	1.1	16
Cc1ccccc1N(C)S(=O)(=O)c1nnc(NC(=O)c2ccccc2F)s1	-3	3	-2	-4	3	14	0	0.97	13
O=C1/C(=C/c2cccc([N+](=O)[O-])c2)CCc2ccccc21	-5	14	-1	-1	22	39	7	0.86	42*
Cc1cccc(C(=O)NC(=S)N2CCc3ccccc3C2)c1	-3	-5	0	-7	17	22	-38	1	34
CC(=O)c1ccc(N(CC(=O)NC2CCS(=O)(=O)C2)S(=O)(=O)c2ccc(Cl)cc2)cc1 (stereo not drawn)	-2	-1	35	-5	14	-8	21	1	-11
CN(C)CCNC(=O)C1CCCNC1=O (stereo not drawn)	0	4	-5	-5	-3	-14	-18	0.96	13
Cc1nc2ccc([N+](=O)[O-])cc2s1	2	5	-4	-3	-2	5	7	0.95	-6
O=C1OCCC1Sc1nnc(-c2ccco2)o1 (stereo not drawn)	2	-7	1	0	14	-7	14	1.1	-19
N#CC1=C(N)Oc2n[nH]c(-c3cccnc3)c2C1c1ccc([N+](=O)[O-])o1 (stereo not drawn)	-7	21	6	-11	18	23	1	0.79	28
CC(C)CNS(=O)(=O)c1ccc(S(=O)(=O)N2CCN(CCC#N)CC2)cc1	-1	0	0	-4	14	3	5	1	11
CCOc1cc(/C=C2\NC(=O)NC2=O)ccc1OC(C)C(=O)O (stereo not drawn)	-1	-6	-6	-5	0	2	30	1.1	18
COC(=O)C1CCN(C(=O)Cc2c(OC)ccc3cc(Br)ccc23)CC1	-4	-6	-1	-2	9	13	1	1.1	5
CCC(CC)C(=O)Nc1cccc(-c2ccc3nncn3n2)c1	-1	9	-6	-6	14	7	-7	0.91	14
O=C(CCC(=O)c1cccs1)OCC(=O)N1CCN(C(=O)c2ccco2)CC1	0	3	3	-2	14	5	-3	0.97	10
CCN(CC)C(=O)CSc1nnc(SCc2ccc(Cl)cc2)s1	-3	-2	-1	-4	22	-15	-16	1	36
Cc1ccc2cc(NC(=O)c3cccc(F)c3)ccc2n1	0	2	0	0	41	-1	-1	0.98	-39
COc1ccccc1NC(=O)Nc1nnc(CC(=O)Nc2ccccc2C)s1	-2	-3	-3	-8	4	8	-11	1	-5
COC(=O)c1cc(-c2ccc(Br)cc2)on1	-2	2	-1	-9	6	-10	12	0.98	-7
CC(C)(C)c1ccc(OCC(=O)OCCNC(=O)c2cccnc2)cc1	5	4	-3	-1	0	-7	-9	0.96	19
CC(Cn1cncn1)C(=O)N1CCN(S(=O)(=O)c2ccccc2)CC1 (stereo not drawn)	-2	-6	4	-4	6	-11	2	1.1	13
CCOC(=O)C1(S(=O)(=O)c2ccc(Cl)cc2)CCN(Cc2ccc(C)cc2)CC1	-5	-5	-5	-8	6	28	6	1.1	50*
Brc1ccc(Nc2nc3ccccc3n3nnnc23)cc1	3	10	-1	-8	-4	16	5	0.9	12
C=CCNC(=O)c1ccc(Sc2ccc(C)cc2)c([N+](=O)[O-])c1	-3	8	2	-4	17	2	-3	0.92	16
CCCCOc1ccc(OCCCC)c2c1NC1(N2)C(=O)N(C(C)=O)c2ccccc21	0	5	2	0	9	-5	-2	0.95	0
Cc1ccc(NC(=O)CCC(=O)NNC(=O)C(C)(C)C)c(C)c1	-3	7	3	-3	3	-21	-5	0.93	-5
Cc1cccn2c(=O)c3cc(C(=O)NCC4CCCO4)c(=N)n(CCc4ccccc4)c3nc12 (stereo not drawn)	11	0	3	-6	21	-12	4	1	15
O=C(CSc1nc2ccccc2[nH]1)Nc1c(F)cccc1F	-1	3	-2	-5	12	22	-9	0.97	6
CC(NC(=O)COC(=O)CCC(=O)c1ccc(Cl)cc1)c1ccccc1 (stereo not drawn)	-1	4	-6	-7	7	5	6	0.96	21
Cc1cc2c(c(=O)n1Cc1ccc3c(c1)OCO3)C(c1cccnc1)C(C#N)=C(N)O2 (stereo not drawn)	0	4	2	-1	-4	-9	-3	0.96	8
S=C(Nc1ccc(Br)cc1Cl)N1CCN(c2ccccn2)CC1	5	3	1	0	17	-12	5	0.97	0
O=C(Cc1ccccc1)NCc1ccccn1	6	4	5	-5	-2	2	3	0.96	-9
O=S(=O)(Cc1ccccc1)NCC1CCCN(Cc2ccc3nonc3c2)C1 (stereo not drawn)	1	5	-2	-9	3	-11	-14	0.95	-3
CCC(C)NS(=O)(=O)c1ccc(OCC(=O)N2CCCCC2)cc1 (stereo not drawn)	-1	12	1	1	-3	-4	0	0.88	-14
CCOC(=O)Cn1c(=O)oc2cc(S(=O)(=O)N3CCn4c3nc3ccccc34)ccc21	7	18	-1	-5	7	-2	8	0.82	-21
Cn1nnnc1SCC(=O)NCc1ccco1	4	2	-2	-4	-4	-4	15	0.97	7
O=C(NCC1CCCN(C(=O)Cc2ccccc2Cl)C1)c1ccc(F)cc1 (stereo not drawn)	-1	-1	-9	-8	2	-14	-18	1	14
COc1ccc(CNC(=O)C[C@H]2C[C@H](C(=O)N3CCCCC3)[C@@]3(CCc4ccccc4)c4[nH]c5cc(-c6ccco6)ccc5c4CCN3C2=O)cc1OC	.	-33	-2	-2	.	-11	.	1.3	15
COc1ccccc1NS(=O)(=O)c1ccc(Br)s1	0	-2	1	-2	-23	18	4	1	24
O=C(CSc1ccc(-c2ccccc2)nn1)N1CCN(c2ccccc2)CC1	0	2	-3	-6	15	8	13	0.98	10
CN(C)C(=O)CCc1ccc2c3c([nH]c2c1)[C@]1(CCC2CCCC2)[C@@H](C(=O)N2CCOCC2)C[C@H](CC(=O)NC(C)(C)C)C(=O)N1CC3	.	-3	-2	-2	.	-6	.	1	2
COc1cc(C(=O)NC2CCN(Cc3ccccc3)CC2)cc(Cl)c1OC	-4	2	-4	-11	11	-7	-7	0.98	6

The listing continues:
Compound	MIN6 prolif	mIAP block	A3A deaminase	APOBEC3G inh	NALP3 yeast inh	TIM10 inh	hIAP block	mIAP activ	tim10-1 inh
COc1ccc(N2CCN(C(=O)c3ccccc3NC(=O)c3ccccc3)CC2)cc1	-2	10	-1	-2	0	-1	-33	0.9	28
CCOc1ccc(NC(=O)CN(c2ccc(C)cc2)S(=O)(=O)c2c(C)nn(C)c2C)cc1	-2	0	5	4	5	19	-12	1	10
CC(=O)Oc1c(C)c(C)c2c(c1C)CCC(C)(CCCC(C)CCCC(C)CCCC(C)C)O2 (stereo not drawn)	3	-4	-2	-5	12	2	-2	1	5
CN(CC(CC(=O)Nc1nncs1)c1ccccc1)S(=O)(=O)c1ccc(Br)cc1 (stereo not drawn)	-2	14	-2	-2	23	-1	-3	0.86	10
Cc1cc(=O)oc2c(C)c(OC(C)C(=O)NC(Cc3c[nH]c4ccc(O)cc34)C(=O)O)ccc12 (stereo not drawn)	-3	6	2	-4	2	-6	3	0.94	-3
COc1cccc(CNC(=O)CCS(=O)(=O)Cc2ccc(C)cc2)c1	0	-2	-3	-1	2	9	-16	1	-7
CCC1(CC)NC(=O)N(CC(=O)N2CCN(c3ccccc3F)CC2)C1=O	5	-2	6	-9	13	7	4	1	0
CC1CN(CCOCCOc2ccccc2-c2ccccc2)CC(C)O1 (stereo not drawn)	1	8	-2	-7	13	-2	15	0.92	1
COc1ccccc1-n1cnc2cc(C(=O)N3CCOCC3)ccc21	-1	10	-1	-3	-3	9	-12	0.9	-5
COC(C[C@H]1O[C@H]1C(=O)[C@H](C)OCc1ccccc1)OC	-3	-3	-2	-5	5	3	7	1	-3
